# DAGLB inhibitor: blocks human DAGLB lipase activity; AID 504411; actives 0.059% (n = 340,000); inhibition, % at 5.17 µM; Q8NCG7; HEK293T DAGLB membrane lysate, EnzChek fluorogenic substrate; in the data active = inhibition above about 34%;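 note: 0% = enzyme with vehicle and 100% = wells lacking enzyme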
# CAL PDZ FP-1: CAL PDZ (human) peptide binding inhibition. AID 602252. inhibition, % at 24.9 µM. Q9HD26. actives 0.92% (n = 300,000). purified CAL PDZ, TMR-peptide fluorescence polarization, 1 h;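 active = mean inhibition of at least 30% with at least half of replicates also reaching 30%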;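 note: 0% = DMSO neutral control and 100% = excess unlabeled competitor peptide PRC23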
# Arr AP2 block: blocks beta-arrestin peptide binding to AP2 adaptin; actives 0.31% (n = 340,000); FITC-arrestin peptide / GST-AP2 beads, flow cytometry; AP2 beta2 appendage carries R879A mutation; inhibition, % at 10 µM; AID 504490;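 active = inhibition above a set limit, near 3 SD of compounds lacking own fluorescence, cut at about 54% in these data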;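 note: plate controls were DMSO wells for no effect and 5 µM unlabelled arrestin peptide for full effect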
#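 Material – GST-tagged AP2 beta2-adaptin appendage (R879A) on 4 µm glutathione beads · Probe or stimulus – fluorescein-tagged arrestin peptide at 50 nM final · Timing – 12 min plus 1 h, RT · Detection – bead flow cytometry, FITC channel · Read-out basis – inhibition as reduced fluorescein signal on beads, percent · Medium – PBS plus Tween 20 (0.05%) and BSA (0.1%)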
# CAL PDZ FP-2: human CAL PDZ-peptide interaction inhibition. AID 504414. inhibition, % at 20 µM. actives 0.02% (n = 330,000). purified CAL PDZ, TMR-peptide fluorescence polarization, 1 h;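 active = highest replicate inhibition of at least 40%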;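 note: plate controls were DMSO neutral control wells for no effect and unlabeled competitor peptide control wells for full effect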
#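 material = purified tagged CAL PDZ domain construct (CerCALP) | buffer or medium = sodium phosphate/NaCl buffer pH 7.4 with TCEP, IgG, Thesit | reagent = TMR-labelled reporter peptide T*-PRC34 bound in PDZ groove | incubation = 1 h room-temperature incubation prior to read | measured by = fluorescence polarization (mP) | evaluation = percent inhibition from loss of millipolarization | control set = unlabelled peptide and DMSO controls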
# RTF Ca sens inh: cardiac RTF calcium desensitization. AID 493244. inhibition, % at 7.15 µM. actives 0.12% (n = 340,000). P19429+P45379. IANBD-labeled cardiac RTF, Ca2+ fluorescence;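 active = inhibition above the mean inhibition of all tested compounds plus 3 SD, cut at about 17% in these data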;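 note: assay run at fixed EC70 calcium of 1.6 mM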
# DSG3 Ab inh: human desmoglein-3 autoantibody binding inhibition. P32926. AID 588358. actives 0.48% (n = 310,000). DSG3-coupled beads, scFv-anti-DSG3-GFP binding, flow cytometry; stronger effect = lower value. binding (percent of control), % at 10 µM;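 active = binding more than 3 SD below its plate's average and above zero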;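 note: hits lower antibody fragment binding to DSG3; some compounds called inactive have numbers as strong as hits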
# Keap1 Nrf2 FP: inhibitors of human Keap1-Nrf2 protein-protein interaction. Q14145. Keap1 Kelch-Nrf2 peptide fluorescence polarization, 1536-well. inhibition, % at 9.4 µM. actives 0.15% (n = 340,000); in the data active = inhibition above about 12%;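 note: human Keap1 Kelch domain with fluorescein labeled Nrf2 9mer peptide probe; 0% = neutral control wells and 100% = peptide positive control; higher means more block of Keap1 binding to Nrf2 peptide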
# C-LANA FP: inhibitors of KSHV LANA C-terminal domain DNA binding | MBP-C-LANA/FAM-LBS DNA binding, fluorescence polarization | AID 504423 | inhibition, % at 9 µM | actives 0.078% (n = 340,000);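 active = highest replicate inhibition at or above 60% at 9 µM, even if other replicates fall short; inactive = all replicates below 60% inhibition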;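 note: 0% = neutral control wells and 100% = 4 µM acridine orange control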
# V-ATPase pH: alters yeast V-ATPase proton transport. response, % at 10 µM. S. cerevisiae, pHLuorin cytosolic pH fluorescence. AID 504577. actives 0.37% (n = 350,000); in the data active = response mostly above about 7.3%, no sharp cut-off; inactive = mostly below about 5.4%; note: actives read high; inactives centre near 0; some compounds called inactive have numbers as strong as hits
# NSD2 inh: blocks human histone methyltransferase NSD2; NSD2 peptide methylation, AlphaScreen, 120 min; inhibition, % at 12.5 µM; actives 0.54% (n = 310,000); in the data active = inhibition above about 50%
# Target sequence (O96028 whole entry, looked up): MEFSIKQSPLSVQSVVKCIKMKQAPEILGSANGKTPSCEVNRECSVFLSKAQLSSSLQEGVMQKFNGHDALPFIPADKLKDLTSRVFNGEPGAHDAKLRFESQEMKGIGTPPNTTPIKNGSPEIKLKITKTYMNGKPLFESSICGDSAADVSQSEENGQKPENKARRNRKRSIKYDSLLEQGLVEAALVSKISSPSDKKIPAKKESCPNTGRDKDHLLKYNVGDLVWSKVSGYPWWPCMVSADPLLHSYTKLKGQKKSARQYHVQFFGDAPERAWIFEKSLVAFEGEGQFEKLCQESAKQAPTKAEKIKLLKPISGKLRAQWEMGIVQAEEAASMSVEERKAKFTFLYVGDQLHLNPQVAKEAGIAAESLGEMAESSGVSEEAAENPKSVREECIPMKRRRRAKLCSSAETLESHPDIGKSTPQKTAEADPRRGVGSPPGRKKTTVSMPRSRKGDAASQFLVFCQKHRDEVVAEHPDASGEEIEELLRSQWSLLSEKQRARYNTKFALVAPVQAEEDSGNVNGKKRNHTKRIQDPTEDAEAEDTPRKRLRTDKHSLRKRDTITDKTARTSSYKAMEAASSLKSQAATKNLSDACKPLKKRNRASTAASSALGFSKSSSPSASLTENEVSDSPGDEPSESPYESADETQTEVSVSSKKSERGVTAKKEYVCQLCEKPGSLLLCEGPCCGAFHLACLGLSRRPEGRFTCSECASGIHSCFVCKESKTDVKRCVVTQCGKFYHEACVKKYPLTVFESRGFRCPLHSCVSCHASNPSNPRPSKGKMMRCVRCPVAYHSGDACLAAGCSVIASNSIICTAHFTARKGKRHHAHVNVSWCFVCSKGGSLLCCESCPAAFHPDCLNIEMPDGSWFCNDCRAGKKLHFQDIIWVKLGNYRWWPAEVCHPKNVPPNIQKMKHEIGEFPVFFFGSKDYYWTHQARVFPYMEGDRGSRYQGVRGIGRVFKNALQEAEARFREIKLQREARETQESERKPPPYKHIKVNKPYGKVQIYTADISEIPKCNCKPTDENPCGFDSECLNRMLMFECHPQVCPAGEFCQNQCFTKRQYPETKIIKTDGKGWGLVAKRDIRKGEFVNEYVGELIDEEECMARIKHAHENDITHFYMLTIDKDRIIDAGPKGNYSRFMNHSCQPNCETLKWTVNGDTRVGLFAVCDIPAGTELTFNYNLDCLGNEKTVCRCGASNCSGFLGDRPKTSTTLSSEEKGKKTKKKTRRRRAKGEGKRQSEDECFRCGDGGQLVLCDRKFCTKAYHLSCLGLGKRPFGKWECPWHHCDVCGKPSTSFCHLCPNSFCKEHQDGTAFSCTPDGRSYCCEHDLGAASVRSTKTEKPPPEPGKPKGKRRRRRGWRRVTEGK
# Starred values were filed as active, the others as inactive; . = no result given.
SMILES,DAGLB inhibitor,CAL PDZ FP-1,Arr AP2 block,CAL PDZ FP-2,RTF Ca sens inh,DSG3 Ab inh,Keap1 Nrf2 FP,C-LANA FP,V-ATPase pH,NSD2 inh
COc1ccc(/C=N/Nc2nc(-c3ccc(Cl)cc3)cc(C(F)(F)F)n2)c(OC)c1,0,-1,3,1.1,-11,102,-4,2.5,0,-1
COc1cccc(NC(=O)CSc2nc3c(c(-c4ccco4)c2C#N)CCCC3)c1,2,.,-2,-3.0,1,98,5,-1.9,0,.
CCOc1ccc(N(CC(=O)NCCc2ccc(C)cc2)S(=O)(=O)c2c(C)noc2C)cc1,-6,-1,1,-2.8,-6,105,-3,1.6,3,-5
COc1ccc(C(=O)N2CCNC(=O)C2CC(=O)Nc2cccc(Cl)c2Cl)cc1 (stereo not given),2,.,1,-1.8,-2,104,-4,-1.5,1,0
CCOC(=O)c1cc(CC)sc1NC(=O)C1CC1,-8,2,8,-0.9,-7,107,-2,-0.7,0,1
Cc1cc2ncc(-c3cccs3)nc2cc1C,-6,-5,11,0.1,-21,89,6,-1.2,-4,0
Cc1cc(C)cc(OC(=O)CS(=O)c2ccc(C(F)(F)F)cc2[N+](=O)[O-])c1 (stereo not given),-16,0,-15,0.1,0,.,-2,-0.8,2,2
Fc1cccc(Cl)c1CN1CCN(c2nc3ccccc3s2)CC1,-11,-5,4,-1.1,-2,113,-2,-2.8,-2,-2
O=[N+]([O-])c1ccc(N2CCNCC2)c(S(=O)(=O)N2CCOCC2)c1,1,-3,-3,-0.5,-2,99,-5,-0.4,0,0
Cc1ccccc1NC(=O)CSc1ccc(-c2ccccn2)nn1,-1,-1,6,-3.0,-13,113,-4,1.2,4,-5
CCOC(=O)c1sc(C)c(C(=O)NCCCN2CCOCC2)c1N,-1,.,-4,-0.4,-7,100,6,0.3,0,-5
CCOc1cccc2sc(N(CCCN(C)C)C(=O)c3ccc(S(=O)(=O)N(C)CC4CCCO4)cc3)nc12 (stereo not given),3,-2,2,-1.4,4,114,-1,-0.1,-3,6
Cc1c(C)n2c(SCC(=O)N3CCOCC3)nnc2[nH]c1=O,4,-1,4,-1.6,-12,100,-3,-2.7,1,0
COc1ccc(N(CC(=O)NCCOc2ccccc2)S(=O)(=O)c2ccc(C)cc2)cc1,-3,-3,4,0.4,-9,.,-4,-1.0,-3,-3
Cc1ccc(S(=O)(=O)Nc2ccc3c(c2)CC(=O)N([C@H](C)CO)C[C@@H](C)[C@H](CN(C)S(=O)(=O)c2ccccc2)O3)cc1,-1,-2,0,-1.0,9,96,-8,-0.8,2,.
COc1ccc(Br)cc1-c1nc2c(c(=O)[nH]c(=O)n2Cc2ccccc2)n1C,1,-5,17,-3.9,2,90,2,-1.1,0,3
CCOC(=O)c1cn[nH]c1C(F)(F)F,.,.,8,-1.6,.,96,0,-0.5,1,-1
CCc1ccc(-n2c(=O)c3c(C)c(C(=O)N(C)C)sc3n(CC(=O)NCc3ccco3)c2=O)cc1,1,.,-13,-2.6,-4,98,-6,0.4,0,8
COc1ccc(Nc2ccc(S(=O)(=O)N3CCCCC3)cc2[N+](=O)[O-])cc1,4,-3,2,-1.9,-5,128,-9,-0.7,-1,8
CCOc1ccc(-c2nnc(N3CCCCC3)c3ccccc23)cc1,-4,6,-4,-1.6,2,.,-6,-1.3,0,8
COc1ccc(-n2c(SCC(=O)N3CCCCC3)nc(O)cc2=O)cc1,0,2,14,-0.3,1,99,-2,0.8,-1,-3
CCN(c1ccccc1)S(=O)(=O)c1ccc(Cl)c(C(=O)NCCc2ccc(OC)cc2)c1,-2,-8,-7,-0.2,2,99,-5,-0.5,1,-3
CC(C)CN(CC(C)C)C(=O)c1cccc(S(=O)(=O)N2CCc3ccccc32)c1,-5,7,12,-0.7,5,98,-2,-0.8,-3,7
COc1ccc(C)cc1Nc1n[n+](-c2ccccc2)c(-c2ccc(C(=O)O)cc2)s1,0,-5,-6,0.3,-22,105,-7,1.0,0,.
CCCCn1c(N)c(N(CCC(C)C)C(=O)CN2C(=O)C3CCCCC3C2=O)c(=O)[nH]c1=O (stereo not given),2,-2,-11,-3.9,0,105,-4,-0.2,1,-1
CCOC(=O)c1ccc(Oc2nc(N(C)C)nc(N(C)C)n2)cc1,-5,-1,4,0.6,0,102,3,-2.8,1,-1
CCOC(=O)c1cccc(N2C(=O)Nc3ccccc3N2O)c1,1,0,2,-1.4,-8,90,-2,-1.2,-1,-1
CCOC(=O)CSc1nc2sc3c(c2c(=O)n1-c1ccc(OC)cc1)CCN(C)C3,2,-6,6,-2.1,4,101,-5,-8.2,-3,6
O=C(NCCC1CCCCN1S(=O)(=O)c1ccc(F)cc1)C(=O)NCc1cccnc1 (stereo not given),-3,0,18,-1.1,5,107,-4,1.7,-4,-6
COc1ccc(CNC(=O)C2(CC3CC(c4ccccc4)=NO3)CCN(C(=O)C3(C)CC3)CC2)cc1 (stereo not given),3,-5,-2,0.0,-11,103,-5,0.0,1,.
COc1ccccc1NC(=O)C(C)OC(=O)C(C)SCC(=O)Nc1ccc(C)cc1 (stereo not given),-2,-2,-6,-2.5,-7,106,-3,-0.6,1,-2
Cc1ccc(-c2nnn(CC(=O)N(Cc3cccs3)C(C(=O)NCC3CCCO3)c3ccco3)n2)o1 (stereo not given),-1,0,2,-1.7,-20,102,-4,1.1,-3,-3
COc1ccc(Cn2c(C(F)(F)F)ccc(C(N)=O)c2=O)cc1,3,-5,10,-1.6,5,.,3,-0.2,0,1
Cc1cc(C)cc(NC(=O)CN2CCC(C(=O)c3ccccc3)CC2)c1,-6,-3,3,-0.4,-2,102,3,-1.0,-5,2
O=C(NCCCn1ccnc1)Nc1ccc(Cl)cc1Cl,2,-4,24,.,2,92,0,0.0,0,0
CC(Sc1nc2ccccc2c(=O)n1CC1CCCO1)C(=O)Nc1ccc(S(N)(=O)=O)cc1 (stereo not given),1,-2,23,-0.2,-12,108,-4,-3.5,0,.
Cc1noc(C)c1C(=O)Nc1nc(-c2ccccc2Cl)cs1,-1,-3,-7,-0.2,2,115,-3,0.0,0,1
Cc1c(C(=O)OC(C)C)sc(NC(=O)c2cnccn2)c1C(=O)OC(C)C,-2,5,9,-1.0,-7,92,-4,-1.4,-5,-3
CC(C)(C)c1ccc(C(=O)NCCCNC(=O)c2ccccn2)cc1,-1,-1,4,-2.0,3,106,-1,-0.2,-1,0
CN(C)S(=O)(=O)c1cccc(C(=O)N(Cc2ccc(F)cc2)Cc2ccco2)c1,0,0,-4,-0.9,-4,103,-4,-2.0,5,1
Cc1cccc(N2CCN(C(=O)C3CCCN(S(=O)(=O)c4c(C)noc4C)C3)CC2)c1C (stereo not given),-4,-3,-4,-0.6,-1,100,3,-0.2,0,.
CC12CCC(C(=O)NNc3ccccc3)(C(=O)C1=O)C2(C)C (stereo not given),-4,.,24,-0.3,-4,101,1,1.4,2,-1
CN(C)CCCN(C(=O)c1ccco1)c1nc2ccc(F)cc2s1,-1,-3,-5,-1.6,4,100,-3,0.0,0,5
Cc1cccc(-c2nnn(Cc3nnc(NC(=O)c4ccccc4)s3)n2)c1,-1,.,28,0.7,2,112,1,-0.8,-2,-1
Cc1ccc(CNS(=O)(=O)/C=C/c2ccc3c(c2)OCO3)cc1,-2,-3,9,-1.2,-5,.,0,-2.8,-1,-5

# 3 of the entries above in order of their number in C-LANA FP, highest first.
compound | C-LANA FP
CN(C)CCCN(C(=O)c1ccco1)c1nc2ccc(F)cc2s1 | 0.0
CC(C)CN(CC(C)C)C(=O)c1cccc(S(=O)(=O)N2CCc3ccccc32)c1 | -0.8
CN(C)S(=O)(=O)c1cccc(C(=O)N(Cc2ccc(F)cc2)Cc2ccco2)c1 | -2.0

# Later entries
SMILES,DAGLB inhibitor,CAL PDZ FP-1,Arr AP2 block,CAL PDZ FP-2,RTF Ca sens inh,DSG3 Ab inh,Keap1 Nrf2 FP,C-LANA FP,V-ATPase pH,NSD2 inh
Cc1cc(C)n(-c2ccc(C(=O)Nc3nnc(C4CC4)s3)cc2)n1,-3,-5,33,-2.1,-7,126,-2,-1.3,2,-2
Cc1cc(=O)oc2cc(NC(=S)NNC(=O)c3c(Cl)cnn3C)ccc12,8,-2,8,-2.4,5,.,-6,-1.6,3,12
Cc1c(C(=O)NC2CCN(Cc3ccccc3)C2)oc2ccc(Br)cc12 (stereo not given),1,-4,10,-2.7,-13,114,-2,-1.5,-5,0
C/C(COc1ccccc1)=N\NC(=O)c1nnn(-c2nonc2N)c1CSc1ccc(C)cc1,-11,.,.,.,.,99,.,.,-1,-2
COC(=O)C1=C[C@@H](C(=O)OC)[C@@H]2C3=C(C(=O)[C@]2(C)NC(=O)c2ccccc2)[C@H](C)n2c(=O)n(C)c(=O)n2[C@@H]3C1,1,-1,7,-0.2,-5,99,3,4.1,-3,.
Cc1nn(C)c(Cl)c1C(=O)NCC(=O)Nc1ccc(C(C)C)cc1,-5,3,50,-1.1,10,100,-3,-0.6,4,.
O=C(Nc1ccccc1Cl)c1cnccn1,1,.,-3,-0.7,-9,105,-2,-0.2,5,4
Cc1cnc(C(=O)OCC(=O)NCc2ccc3c(c2)OCO3)cn1,-2,0,6,-0.8,-4,95,-4,-0.5,-2,-1
COCCCNc1nc2ccccc2nc1NS(=O)(=O)c1ccc(C)cc1,1,-23,1,-2.6,-5,86,-1,0.7,-5,-3
Cn1c(NCCCO)nc2ccccc21,-1,1,4,-1.4,4,92,-3,-1.4,-1,-1
COC(=O)c1ccc(C)c(NC(=O)C(CCSC)NC(=O)c2cc(OC)c(OC)c(OC)c2)c1 (stereo not given),-4,0,33,-2.3,-3,97,0,-2.2,2,0
c1ccc2oc(-c3[nH]ncc3CN(Cc3ccncc3)CC3CCCO3)cc2c1 (stereo not given),2,-2,-5,-1.5,-4,103,0,0.0,5,0
O=C(CSC1=NS(=O)(=O)c2cc(F)ccc2N1)NCCc1ccccc1,0,0,-5,-2.5,-9,99,-2,1.0,-1,-2
COc1ccccc1CNC(=O)COC(=O)c1c[nH]c2ccccc12,1,.,16,-2.7,-8,103,-3,1.1,-1,0
CC(C)CC(=O)C1CCCN(C(=O)c2ccc3oc(Cc4ccccc4)nc3c2)C1 (stereo not given),-3,-1,19,-0.8,-7,98,-1,0.7,-1,-4
O=C(CN1C(=O)CCC1=O)c1ccc(-c2ccccc2)cc1,-1,-1,6,-3.3,-18,102,-1,-1.5,0,-2
O=C(NCC(=O)N(c1cccc(F)c1)C(C(=O)NCC1CCCO1)c1ccccc1)c1ccco1 (stereo not given),-2,1,15,-3.5,-10,99,0,0.5,1,-5

# An excerpt, so the mix of outcomes need not match the whole.
